Compound activity as filed in PubChem.
Neddyl block = inhibitors of cullin neddylation, primary screen, biochemical, TR-FRET, uHTS, NAE and Ubc12; NEDD8-conjugating enzyme Ubc12 (Homo sapiens) + NEDD8-activating enzyme E1 regulatory …; calls only at 25 µM; 360,000 tested, 0.58% active; in the data active = inhibition above about 36%
MT1-MMP act inh = blockers of MT1-MMP proenzyme processing, primary screen, HT1080 RFP-PRO-GFP cells, GFP/RFP fluorescence; GFP/RFP ratio fluorescence, overnight; percent of plate control window, DMSO zero; GFP/RFP ratio change, % at 20 µM; Matrix metalloproteinase-14 (Homo sapiens), P50281; AID 651647, 2012; 360,000 tested, 0.061% active;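 active = GFP/RFP ratio change of at least 30% with cell ATP level not reduced by more than half and red fluorescence within 50% of control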; note: strong numbers were not always called active
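Compound: 20 µM single dose, 1% DMSO / System: HT1080 RFP-PRO-GFP cells / Controls: DMSO and RFP-L50D-GFP cell wells / Read-out basis: GFP/RFP fluorescence ratio / Schedule: overnight compound exposure at 37 °C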
SKN-1 inh = suppressors of acrylamide-induced Pgst-4::GFP reporter in worms, primary screen, SKN-1 inhibitor project, whole organism, uHTS, GFP/RFP fluorescence ratio, strain VP596. C. elegans VP596 Pgst-4::GFP/RFP ratio, 24 h. inhibition, % at 21.8 µM. 360,000 tested, 0.49% active. AID 624304, 2012;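 active = interference check ratio from 0.5 to 1.5 plus GFP to RFP signal ratio inhibition reaching or exceeding a fixed threshold, cut at about 30% in these data, passing the limit was not always enough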; note: some compounds called inactive have numbers as strong as hits
NRP1-CendR mod = modulators of CendR peptide binding to NRP-1, primary screen, biochemical, fluorescence polarization, uHTS. FAM-RPARPAR peptide binding to NRP-1. inhibition, % at 25 µM. 360,000 tested, 0.85% active;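 active = inhibition or corrected inhibition above about 18%, plus a signal ratio from 0.5 to 1.5, limit read from the data, passing the limit was not always enough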; note: strong numbers were not always called active
Rin1-Abl PPI inh = inhibitors of Rin1-Abl protein binding, primary screen, biochemical, TR-FRET; AID 588664, 2011; Tyrosine-protein kinase ABL1 (Homo sapiens) + Ras and Rab interactor 1 (Homo sapiens), …; inhibition, % at 7.35 µM; 360,000 tested, 0.4% active; in the data active = inhibition above about 5%, passing the limit was not always enough
Target sequence (P00519 whole entry, looked up): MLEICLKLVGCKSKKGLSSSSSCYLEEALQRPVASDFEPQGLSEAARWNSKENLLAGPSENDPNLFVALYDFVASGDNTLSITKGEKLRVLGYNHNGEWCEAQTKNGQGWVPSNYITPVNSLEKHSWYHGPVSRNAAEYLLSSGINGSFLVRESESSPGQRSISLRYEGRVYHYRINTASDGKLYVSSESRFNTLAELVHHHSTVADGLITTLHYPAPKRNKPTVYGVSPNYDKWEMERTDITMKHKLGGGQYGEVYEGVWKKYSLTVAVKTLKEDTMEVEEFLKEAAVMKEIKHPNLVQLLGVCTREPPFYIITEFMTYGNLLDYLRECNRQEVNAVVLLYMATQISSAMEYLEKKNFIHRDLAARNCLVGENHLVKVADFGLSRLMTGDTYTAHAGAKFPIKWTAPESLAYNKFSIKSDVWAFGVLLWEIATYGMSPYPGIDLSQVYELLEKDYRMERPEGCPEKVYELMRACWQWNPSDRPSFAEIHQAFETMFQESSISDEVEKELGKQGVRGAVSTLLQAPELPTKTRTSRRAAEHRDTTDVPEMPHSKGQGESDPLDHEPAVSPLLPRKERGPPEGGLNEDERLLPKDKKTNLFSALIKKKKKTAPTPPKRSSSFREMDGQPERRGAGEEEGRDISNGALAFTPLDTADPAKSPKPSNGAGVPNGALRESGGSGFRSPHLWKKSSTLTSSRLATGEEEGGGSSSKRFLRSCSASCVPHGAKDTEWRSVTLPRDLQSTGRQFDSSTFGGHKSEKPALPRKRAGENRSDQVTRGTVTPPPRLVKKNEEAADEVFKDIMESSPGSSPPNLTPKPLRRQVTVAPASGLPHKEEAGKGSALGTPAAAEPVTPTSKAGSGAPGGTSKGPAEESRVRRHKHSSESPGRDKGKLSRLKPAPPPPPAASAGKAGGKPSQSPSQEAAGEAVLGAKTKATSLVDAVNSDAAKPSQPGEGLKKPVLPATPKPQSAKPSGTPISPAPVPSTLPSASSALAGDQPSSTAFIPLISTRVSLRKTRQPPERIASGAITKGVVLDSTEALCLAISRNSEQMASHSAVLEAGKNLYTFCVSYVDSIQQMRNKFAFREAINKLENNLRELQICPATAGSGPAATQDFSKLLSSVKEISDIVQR
Target sequence (Q13671 whole entry, looked up): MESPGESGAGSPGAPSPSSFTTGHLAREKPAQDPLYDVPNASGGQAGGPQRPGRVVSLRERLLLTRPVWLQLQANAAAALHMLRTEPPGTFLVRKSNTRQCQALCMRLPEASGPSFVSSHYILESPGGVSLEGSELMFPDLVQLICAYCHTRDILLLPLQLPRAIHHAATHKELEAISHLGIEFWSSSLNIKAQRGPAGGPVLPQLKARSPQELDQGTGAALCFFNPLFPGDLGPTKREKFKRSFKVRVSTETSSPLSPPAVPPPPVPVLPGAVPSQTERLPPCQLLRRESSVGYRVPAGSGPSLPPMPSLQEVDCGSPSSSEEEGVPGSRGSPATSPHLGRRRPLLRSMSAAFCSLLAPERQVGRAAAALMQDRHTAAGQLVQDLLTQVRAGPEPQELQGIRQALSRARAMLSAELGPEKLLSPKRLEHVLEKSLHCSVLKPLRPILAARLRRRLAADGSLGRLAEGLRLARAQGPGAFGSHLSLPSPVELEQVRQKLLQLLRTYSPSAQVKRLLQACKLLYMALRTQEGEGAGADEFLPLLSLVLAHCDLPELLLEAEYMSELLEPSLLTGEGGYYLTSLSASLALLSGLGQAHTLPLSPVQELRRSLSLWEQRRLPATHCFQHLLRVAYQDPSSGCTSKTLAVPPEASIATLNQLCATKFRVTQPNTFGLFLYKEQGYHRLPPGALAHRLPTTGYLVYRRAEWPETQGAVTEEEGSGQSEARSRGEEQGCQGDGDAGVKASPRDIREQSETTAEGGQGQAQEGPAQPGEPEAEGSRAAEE
bovine MsrA act = bovine MsrA enzyme activators, primary screen, biochemical, absorbance, HTS; Methionine sulfoxide reductase A (Bos taurus); purified bovine MsrA, absorbance read-out; activation, % at 10.6 µM; 360,000 tested, 0.3% active; AID 602163, 2012; in the data active = activation above about 7.5%;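 note: 0% = vehicle and 100% = reference activator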
E coli Lon inh = inhibitors of E. coli Lon protease, primary screen, biochemical, fluorescence polarization; inhibition, % at 7.94 µM; P0A9M0; purified E. coli Lon protease; 360,000 tested, 0.42% active; AID 602123, 2011; in the data active = inhibition above about 13%, passing the limit was not always enough;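 note: 0% = enzyme with probe and DMSO and 100% = no enzyme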
MsrA inh = bovine MsrA enzyme inhibitors, primary screen, biochemical, absorbance, HTS | Methionine sulfoxide reductase A (Bos taurus) | purified bovine MsrA, absorbance read-out | inhibition, % at 15.5 µM | 360,000 tested, 0.75% active | AID 651718, 2012; in the data active = inhibition above about 4.5%;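 note: 0% = vehicle wells with enzyme and 100% = reference inhibitor wells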
FAS-TE inh = FAS thioesterase domain inhibitors, primary screen, biochemical, fluorescence intensity, uHTS; 360,000 tested, 0.67% active; recombinant FAS-TE, OMFH fluorogenic substrate, fluorescence endpoint; Fatty acid synthase (Homo sapiens), P49327; AID 602261, 2012; inhibition, % at 15 µM;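 active = compounds whose normalised, plate-corrected inhibition of enzyme fluorescence in the single-dose primary screen is 50% or more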;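 note: 0% = DMSO with enzyme and 100% = substrate without enzyme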
* = called active by the depositor; i = inactive; . = not tested or not shown.

SMILES | Neddyl block | MT1-MMP act inh | SKN-1 inh | NRP1-CendR mod | Rin1-Abl PPI inh | bovine MsrA act | E coli Lon inh | MsrA inh | FAS-TE inh
CC(NC(=O)Cn1nc(C(F)(F)F)c2c1CCC2)c1ccccc1 (configuration not stated) | i | 3 | -2 | 6 | -1 | 1 | 8 | -0.5 | 9
O=C(COC(=O)c1ccc(NS(=O)(=O)c2cccs2)cc1)Nc1nc2c(F)c(F)c(F)cc2s1 | i | -5 | 4 | -92 | 2 | 3 | 21* | . | 11
COC(=O)Cn1cc(/C=N/NC(=O)COc2cccc3cccnc23)c2ccccc21 | i | 1 | 0 | -17 | -4 | -4 | -8 | -0.1 | -6
CC(C)CCNC(=O)C(C)N(Cc1ccc(F)cc1)C(=O)c1ccc(CN2CCOCC2)o1 (configuration not stated) | i | 0 | 0 | -8 | -4 | -5 | -6 | -1.1 | -2
Cc1cc(C)c2nc(SCC(=O)Nc3cc(C)on3)c(C#N)cc2c1 | i | -27 | -10 | -14 | 0 | -7 | -1 | -1.5 | -5
CC(=O)Nc1ccc2nc(NC(=O)COc3cccc(C)c3)sc2c1 | i | 4 | -6 | -14 | 0 | -5 | -5 | -0.5 | 0
CNC(=O)c1nnc(Cc2ccc(F)cc2)o1 | i | 1 | 3 | -1 | 4 | -4 | -10 | 0.5 | -4
CC(C)OCCCNc1ncc2c(n1)CC(c1ccc(N(C)C)cc1)CC2=O (configuration not stated) | i | 3 | -10 | 13 | 5 | -13 | -7 | -0.7 | 4
COc1cccc(C(=O)N2CCN(C3CCC(c4ccccc4)CC3)CC2)c1 (configuration not stated) | i | 4 | -17 | 2 | 3 | -7 | -9 | 0.2 | 5
COc1ccc(N2C(=O)CC(N3CCN(S(=O)(=O)c4ccc(Cl)cc4)CC3)C2=O)cc1 (configuration not stated) | i | 1 | 12 | 0 | 3 | -1 | -13 | 0.0 | -4
CCN1CCN(c2ccc(S(=O)(=O)N3CCCCC3)cc2NC(=O)Cc2c(F)cccc2Cl)CC1 | i | 1 | -9 | 5 | 5 | -6 | -4 | -0.9 | -4
O=C(CN1CCN(c2ccccc2O)CC1)NCCCc1ccccc1 | i | 2 | -8 | 3 | 4 | -8 | 4 | -0.5 | 1
CS(=O)(=O)N(CC(=O)NC1CCCC1)c1cccc(F)c1 | i | 12 | -1 | 0 | 6 | -12 | 0 | 1.5 | -4
Cc1nnc(SCC(=O)N2CC(C)OC(C)C2)n1-c1ccccc1 (configuration not stated) | i | 0 | 0 | -8 | 4 | -1 | -4 | -1.3 | -5
O=C(Cc1ccccc1)N/N=C/c1ccc(Cl)cc1Cl | i | -11 | 5 | -9 | -1 | -3 | -3 | 0.8 | 1
CCN(CC)CCCOc1ccc(Cl)c(Cl)c1 | i | 2 | 2 | -4 | -1 | -8 | -10 | 0.2 | -3
Cc1ccc(S(=O)(=O)NC(CC(=O)N2CCOCC2)c2ccco2)cc1 (configuration not stated) | i | 2 | 1 | -10 | 1 | -3 | 0 | -1.0 | 1
O=C1CC(c2ccc(F)cc2)C2=C(CCCC2=O)N1 (configuration not stated) | i | 1 | -4 | 20 | 2 | -1 | -7 | -0.3 | -11
O=C(O)C1CCN(S(=O)(=O)c2ccc(N3CCC(O)CC3)c([N+](=O)[O-])c2)CC1 | i | 1 | -4 | 19 | 5 | -6 | 2 | 1.2 | -4
CC1CCc2cccc3c2N1c1cc(C#N)c(C#N)cc1O3 (configuration not stated) | i | -39 | 7 | -24 | -1 | -5 | -10 | -1.2 | 29
O=C1CC(c2ccccc2)CN1Cc1ccccc1 (configuration not stated) | i | 5 | 0 | 0 | 0 | -4 | 1 | -0.3 | -3
COc1ccccc1OCC(=O)Nc1ccc(C(=O)Nc2ccccc2C(=O)O)cc1 | i | 0 | 18 | -13 | -3 | -2 | -8 | 0.2 | 0
O=C(NCC1CCCO1)c1sc2cc(Cl)ccc2c1Cl (configuration not stated) | i | 3 | 5 | 11 | -2 | -2 | -13 | -0.2 | 0
COP(=O)(OC)OC(C(=O)c1ccccc1)c1ccccc1 (configuration not stated) | i | 5 | 0 | 9 | . | . | . | -0.3 | .
O=C(CSC1=NCCS1)N1CCc2ccccc21 | i | 1 | 12 | 4 | 1 | -3 | -2 | 0.0 | -5
CCOC(=O)c1cnc2c(Cl)cccc2c1NCCCN1CCOCC1 | i | -5 | 11 | 0 | -5 | -5 | -1 | 1.5 | -6
O=C1CC(c2ccco2)CC(O)=C1C=NCCO (configuration not stated) | i | -8 | -8 | -9 | 2 | 0 | 1 | -0.2 | -4
COc1ccccc1NCN1C(=O)CCC1=O | i | -3 | 0 | 0 | 0 | -3 | -5 | 0.3 | -2
COc1ccccc1C1NC(c2ccccc2OC)C(C)C(=O)C1C (configuration not stated) | i | 6 | -26 | 3 | -1 | -14 | 2 | -0.4 | -3
CCCn1c(C)cc(C(=O)CN2C(=O)NC3(CCCCCC3)C2=O)c1C | i | 10 | 9 | -26 | 2 | 1 | -22 | 1.4 | -3
O=C(Nc1ccc(OC(F)(F)F)cc1)Oc1ccccc1N1CCCCC1 | i | 2 | 10 | 7 | 3 | 0 | -13 | -0.7 | 11
Fc1cccc(Cc2c(-c3ccccc3)nc3c(Cl)cc(C(F)(F)F)cn23)c1 | i | -1 | 1 | 0 | -2 | -4 | -4 | -0.3 | -3
COc1ccc(OC)c(C=NNC(=O)NN=Cc2cc(OC)ccc2OC)c1 | i | 0 | 20 | 2 | -1 | -2 | -5 | 0.9 | 0
COc1ccc(Cc2noc(CN(C)CCc3ccccc3)n2)cc1OC | i | 9 | -11 | -14 | -3 | -5 | -7 | 0.7 | -6
Cc1cc(OCC(=O)N2CCCC2)ccc1Cl | i | -2 | -22 | 12 | 1 | -3 | 2 | 0.6 | 0
CCCCn1c(O)c(N=Nc2ccccc2O)c2ccccc21 | i | -76 | -11 | -173 | 2 | -1 | -113 | 2.3 | 1
N#Cc1ccc(-c2ccc(F)cc2)nc1Sc1ccc(F)cc1 | i | -6 | -2 | 12 | -2 | 5 | 0 | 0.0 | 0
Cn1c(CNc2cccc(Cl)c2)nnc1SCC#N | i | -2 | 3 | 2 | 1 | -3 | -5 | 1.3 | -2
COc1ccc(C(=O)Nc2cc(Cl)ccc2OC(=O)c2ccc(OC)cc2)cc1 | i | 2 | -1 | -14 | -2 | -1 | -4 | . | 13
O=C(N/N=C/c1cc(Cl)cc(Cl)c1O)c1ccncc1 | i | -10 | -10 | 140 | -1 | -6 | -70 | 0.9 | 18
Nc1cccc([N+](=O)[O-])c1 | i | -6 | 4 | 8 | 1 | -2 | 2 | -1.2 | -2
CCN(CC(=O)NCc1cccs1)C(=O)c1cc(S(=O)(=O)N2CCCCC2)ccc1Cl | i | 0 | 5 | 4 | 0 | -1 | 4 | -0.1 | 8
COc1cccc(NC=C2C(=O)OC(C)(C)OC2=O)c1 | i | 5 | -10 | -3 | -2 | 0 | 0 | 3.5 | -9
O=C(NCc1ccc(Cl)nc1)c1csc([C@@H]2O[C@H](CO)[C@H](O)[C@H](O)[C@H]2O)n1 | i | 0 | -2 | 0 | 6 | -3 | 1 | -0.6 | -10
CCOC(=O)c1cc2c(nc1NC(=S)NCc1ccccc1)CCCC2 | i | -3 | 10 | 2 | 3 | -11 | 2 | 0.5 | 18
COC(=O)CC1SC(=O)NC1=Nc1ccc(C)cc1 (configuration not stated) | i | -2 | 13 | 3 | 7 | -4 | -3 | -0.9 | -2
CC(=O)c1sc(C(C)(C)C)cc1NC(=O)c1ccccc1C(=O)O | i | 9 | 13 | -16 | -85 | -13 | 1 | 2.4 | 2
CCOC(=O)C1(C)CCCN1C(=O)c1ccc2ccccc2c1 (configuration not stated) | i | 2 | 9 | 0 | 0 | -1 | 0 | 3.1 | -3
c1ccc(Oc2ncnc3sccc23)cc1 | i | -2 | -8 | -5 | 1 | -4 | -1 | -0.2 | 1
Cc1[nH]c(=O)[nH]c1C(=O)CCCCC(=O)OCC(=O)Nc1ccccn1 | i | 0 | 4 | 7 | 90* | -3 | 0 | 0.2 | -8
The list goes on:
SMILES | Neddyl block | MT1-MMP act inh | SKN-1 inh | NRP1-CendR mod | Rin1-Abl PPI inh | bovine MsrA act | E coli Lon inh | MsrA inh | FAS-TE inh
Cc1cc(-c2ccc(C)c(S(=O)(=O)Nc3cccc(CN4CCCC4)c3)c2)on1 | i | -4 | 5 | 1 | 1 | -5 | 0 | 0.1 | -8
CC1CCCN(S(=O)(=O)c2ccc(C(=O)Nc3ccccc3-c3nc4ccccc4[nH]3)cc2)C1 (configuration not stated) | i | -3 | 1 | 3 | 0 | 0 | -8 | -0.4 | 18
CCN(CC(=O)NCc1cccs1)C(=O)c1ccc(S(=O)(=O)N(C)c2ccccc2)cc1 | i | 3 | 10 | 21* | 0 | -3 | -11 | 0.1 | 1
COC(=O)CCC/C=C1/SCC(NC(=O)c2ccccc2)C1O (configuration not stated) | i | 1 | -6 | -13 | 2 | -6 | -8 | 0.5 | -9
CCCc1cc(C(=O)OC)c(NC(=O)OCC)s1 | i | 1 | 6 | 6 | 1 | 1 | -3 | . | 12
COc1ccnc(N=CNOCc2cccc(Cl)c2Cl)c1C#N | i | 3 | 2 | 3 | -3 | -4 | 3 | -0.3 | 7
CN(C)S(=O)(=O)c1cccc(COc2cccnc2[N+](=O)[O-])c1 | i | 6 | 4 | 3 | 1 | -1 | -1 | 1.1 | -4
O=S(=O)(O)c1ccc(SCc2ccccc2)nc1 | i | -1 | -3 | 1 | 0 | 0 | -3 | -0.6 | -5
Cc1cc(S(=O)(=O)N2CCOCC2)ccc1OCC(=O)Nc1ccccc1F | i | 5 | 11 | 9 | -2 | -3 | -6 | -0.2 | -3
Cn1c(=O)c2c(nc(NCc3ccco3)n2CC(O)CO)n(C)c1=O (configuration not stated) | i | 1 | 5 | -3 | 3 | -4 | 6 | 0.9 | -11
CS(=O)(=O)N(CCc1ccccc1)CC(=O)Nc1ccccc1 | i | 1 | -2 | 2 | 0 | -8 | -14 | 0.2 | -6
Cc1cccc(NC(=O)C2CCN(S(=O)(=O)c3c(C)[nH]c(=O)[nH]c3=O)CC2)c1 | i | -1 | 1 | -7 | -1 | -1 | 5 | 0.7 | -2

Compounds from the list above that contain an NH in an aromatic ring (3):
SMILES | Neddyl block | MT1-MMP act inh | SKN-1 inh | NRP1-CendR mod | Rin1-Abl PPI inh | bovine MsrA act | E coli Lon inh | MsrA inh | FAS-TE inh
Cc1[nH]c(=O)[nH]c1C(=O)CCCCC(=O)OCC(=O)Nc1ccccn1 | i | 0 | 4 | 7 | 90* | -3 | 0 | 0.2 | -8
CC1CCCN(S(=O)(=O)c2ccc(C(=O)Nc3ccccc3-c3nc4ccccc4[nH]3)cc2)C1 (configuration not stated) | i | -3 | 1 | 3 | 0 | 0 | -8 | -0.4 | 18
Cc1cccc(NC(=O)C2CCN(S(=O)(=O)c3c(C)[nH]c(=O)[nH]c3=O)CC2)c1 | i | -1 | 1 | -7 | -1 | -1 | 5 | 0.7 | -2

Reprinted at random: two entries already listed
SMILES | Neddyl block | MT1-MMP act inh | SKN-1 inh | NRP1-CendR mod | Rin1-Abl PPI inh | bovine MsrA act | E coli Lon inh | MsrA inh | FAS-TE inh
CC1CCCN(S(=O)(=O)c2ccc(C(=O)Nc3ccccc3-c3nc4ccccc4[nH]3)cc2)C1 (configuration not stated) | i | -3 | 1 | 3 | 0 | 0 | -8 | -0.4 | 18
Cc1cc(-c2ccc(C)c(S(=O)(=O)Nc3cccc(CN4CCCC4)c3)c2)on1 | i | -4 | 5 | 1 | 1 | -5 | 0 | 0.1 | -8
